Screens as filed in PubChem.
KDM5B inh = inhibitors of human KDM5B histone demethylase; Potency, µM (highest dose often 57.7 µM), for inactives: top-dose activity change, negative = inhibition, hits mostly inhibitors; Q9UGL1; actives 2.6% (n = 220,000); AID 1347165; KDM5B demethylase, FDH-coupled NADH fluorescence (FDH is formaldehyde dehydrogenase); active = well fitted inhibition curve with a large enough effect; inconclusive = small, poorly fitted or top-dose-only effect; inactive = no such curve, though single readings can be large or run the other way; note: 0% is about no effect; nearly all actives have a fitted effect of over 70% in size
Target sequence (Q9UGL1 whole entry, looked up): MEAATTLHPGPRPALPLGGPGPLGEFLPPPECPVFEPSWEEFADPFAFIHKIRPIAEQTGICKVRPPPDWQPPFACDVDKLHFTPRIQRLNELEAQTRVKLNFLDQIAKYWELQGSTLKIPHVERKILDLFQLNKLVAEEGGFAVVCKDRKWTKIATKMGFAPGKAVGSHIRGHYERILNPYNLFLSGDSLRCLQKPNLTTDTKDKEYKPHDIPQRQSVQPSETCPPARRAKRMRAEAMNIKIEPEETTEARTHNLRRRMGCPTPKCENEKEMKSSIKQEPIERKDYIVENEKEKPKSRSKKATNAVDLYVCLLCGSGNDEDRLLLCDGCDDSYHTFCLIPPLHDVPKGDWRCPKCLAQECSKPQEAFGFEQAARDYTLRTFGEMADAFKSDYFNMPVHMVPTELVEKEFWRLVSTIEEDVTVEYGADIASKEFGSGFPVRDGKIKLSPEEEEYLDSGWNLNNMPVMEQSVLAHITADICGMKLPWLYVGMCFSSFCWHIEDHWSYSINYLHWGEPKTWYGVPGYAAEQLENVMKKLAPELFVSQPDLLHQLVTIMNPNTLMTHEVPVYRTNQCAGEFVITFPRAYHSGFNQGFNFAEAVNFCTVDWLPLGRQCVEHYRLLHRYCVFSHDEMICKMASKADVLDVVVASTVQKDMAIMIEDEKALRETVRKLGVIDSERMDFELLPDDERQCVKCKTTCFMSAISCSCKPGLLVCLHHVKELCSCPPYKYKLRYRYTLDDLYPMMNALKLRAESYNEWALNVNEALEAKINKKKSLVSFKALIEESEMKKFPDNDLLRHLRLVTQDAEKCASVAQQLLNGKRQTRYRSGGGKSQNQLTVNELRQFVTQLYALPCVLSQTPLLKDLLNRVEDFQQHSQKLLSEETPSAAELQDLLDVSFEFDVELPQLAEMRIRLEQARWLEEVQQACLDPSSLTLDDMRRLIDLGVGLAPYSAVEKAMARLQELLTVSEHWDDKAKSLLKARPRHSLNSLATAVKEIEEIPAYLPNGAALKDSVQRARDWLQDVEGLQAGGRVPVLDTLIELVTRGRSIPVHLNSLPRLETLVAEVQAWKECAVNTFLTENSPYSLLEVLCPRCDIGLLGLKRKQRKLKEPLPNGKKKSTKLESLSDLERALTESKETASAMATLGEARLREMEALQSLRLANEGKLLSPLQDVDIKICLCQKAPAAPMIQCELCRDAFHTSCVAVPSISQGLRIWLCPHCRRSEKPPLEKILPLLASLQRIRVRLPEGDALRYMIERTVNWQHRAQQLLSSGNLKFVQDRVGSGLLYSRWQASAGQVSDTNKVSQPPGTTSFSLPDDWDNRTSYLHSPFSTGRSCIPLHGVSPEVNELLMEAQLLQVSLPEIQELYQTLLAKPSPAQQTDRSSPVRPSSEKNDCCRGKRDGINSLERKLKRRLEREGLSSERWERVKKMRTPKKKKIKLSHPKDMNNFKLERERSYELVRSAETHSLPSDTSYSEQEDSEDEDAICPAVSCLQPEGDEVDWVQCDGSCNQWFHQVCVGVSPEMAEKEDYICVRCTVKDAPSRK
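Here, H3K4me3 peptide (12.5 µM in substrate mix) is demethylated by KDM5BΔAP, 200 nM final, after 10 min compound exposure. Formaldehyde product is coupled through FDH (0.25 U/mL in mix) to NADH fluorescence; 30-min ΔRFU feeds dose-response curves.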
Numbers without * were called inactive; ? = inconclusive; & = joins results of further samples; [ ] = another dose, or the depositor's remark. Potency is the fitted concentration of half-maximal effect. Only part of the results is shown; count on the stated rates, not on these rows.

SMILES | KDM5B inh
CN(CC(=O)Nc1cccc(F)c1)C(=O)c1ccc(S(=O)(=O)N2CCCC2)cc1 | -12%
Cc1cc(C)cc(NC(=O)c2cc3c(cc2C)OCCCO3)c1 | 9%
Cc1cc(C)c2oc(=O)cc(CN3CCCCC3)c2c1 | 8%
Cc1cccc2sc(N(Cc3cccnc3)C(=O)CCS(=O)(=O)c3ccccc3)nc12 | 2%&-13%
Cc1cnc(CCNC(=O)C2CCCC2)n1Cc1ccc(F)cc1 | 12%
O=C(NCCOc1ccc2ccccc2c1)c1cncc(Br)c1 | 13%
COc1cccc(C(=O)N2CCC(C(NC(=O)c3ccccc3)C(=O)NCc3ccco3)CC2)c1 (configuration not stated) | -23%
CC(=O)c1cccc(NC(=O)O[C@H]2COCCN(c3nc4ccccc4o3)C2)c1 | -1%[86.2 µM]
CCOC(=O)NC(CNC(=O)c1ccccc1C)CC(C)C (configuration not stated) | -5%
CN1CCCC2(CCN(C(=O)CCCOc3ccccc3)C2)C1=O (configuration not stated) | 1%
Cc1nc2ccccc2nc1SCC(=O)Nc1ccccc1OC(F)F | 13%
Cc1nn2c(C)c(C(=O)N3CCN(c4ccccc4)CC3)cnc2c1-c1ccccc1 | -14%
CCOc1ccc(C(=O)NC2CCN(c3cnn(CC4CC4)c(=O)c3)CC2)cc1 | -20%
Cc1nn2c(=O)cc(COC(=O)c3ccccc3NC(=O)c3cccs3)nc2s1 | -4%
Cc1cc2c(n1-c1ccc(C(=O)NCCc3ccc(Cl)cc3)cc1)CCCC2 | ?
CC(C)C(=O)N1CCC(NC(=O)CCn2ccc3ccccc32)CC1 | -4%
O=C(N1CCC(Cc2ccccc2)CC1)C1(c2ccc(Cl)cc2)CCOCC1 | -15%[115 µM]
CN(C)CCCNC(=O)C1CC(=O)N(c2n[nH]c3cc(Br)ccc23)C1 (configuration not stated) | 0%
CCCCN1C(=O)c2ccccc2C(C(=O)NCc2ccccn2)C12CCCCC2 (configuration not stated) | 19%
Cc1nc2ccccc2nc1SCC(=O)NC(C)C | -7%

4 of the compounds above, in markdown.
| SMILES | KDM5B inh |
| --- | --- |
| CCOc1ccc(C(=O)NC2CCN(c3cnn(CC4CC4)c(=O)c3)CC2)cc1 | -20% |
| Cc1nc2ccccc2nc1SCC(=O)Nc1ccccc1OC(F)F | 13% |
| Cc1cnc(CCNC(=O)C2CCCC2)n1Cc1ccc(F)cc1 | 12% |
| Cc1cc(C)c2oc(=O)cc(CN3CCCCC3)c2c1 | 8% |

Rewritten field by field: entries from further up.
CN(CC(=O)Nc1cccc(F)c1)C(=O)c1ccc(S(=O)(=O)N2CCCC2)cc1
  KDM5B inh: -12%
Cc1cc(C)cc(NC(=O)c2cc3c(cc2C)OCCCO3)c1
  KDM5B inh: 9%
Cc1cc(C)c2oc(=O)cc(CN3CCCCC3)c2c1
  KDM5B inh: 8%

(listing goes on)
SMILES | KDM5B inh
COc1cc(C2c3c(-c4cc(Cl)c(C)cc4O)n[nH]c3C(=O)N2Cc2ccco2)ccc1O (configuration not stated) | -8%
CCc1cccc2c(C(=O)O)cc(-c3ccccc3C)nc12 | 11%
Cc1c(CC(=O)NC[C@@H](C)O)c(=O)oc2cc(O)c(Cl)cc12 | 170%[activator]
COc1ccc(-c2noc(COc3cc(C)ccc3C)n2)cc1OC | ?
O=C(COc1ccccc1)N[C@@H]1C[C@H](Cn2cc(C3CC3)nn2)[C@@H](O)[C@H]1O | ?
Cc1cccc(C(=O)N2C(C(=O)NCc3ccco3)COC23CCN(C(=O)c2ccco2)CC3)c1 (configuration not stated) | -5%
Cc1nc(-c2nc(-c3c(C(=O)NNC(=O)c4ccc(Cl)cc4)noc3C)cs2)cs1 | 23%
COCCCn1c(CCn2cc(Cl)cn2)n[nH]c1=S | 13%
O=C1OC[C@@H]2CCN(Cc3cnc4ccccc4c3)Cc3ccc(F)cc3N12 | 6%[86.2 µM]
O=C(Cc1ccccn1)N1CCC2(CC1)CCN(Cc1cccs1)c1ccccc1O2 | ?
Cc1cccc(NS(=O)(=O)c2cc(-c3cnc(C)o3)ccc2C)c1 | 7%
COc1cccc(NC(=O)CSC2=Nc3ccccc3C3=NC(CC(=O)NCc4ccc5c(c4)OCO5)C(=O)N23)c1 (configuration not stated) | ?
CC(C)(CO)NC(=S)NCc1ccco1 | 4%
COc1ccccc1NC(=O)c1nc(SCc2ccc(F)cc2)ncc1Cl | 1%
Cc1n[nH]c(C)c1CN1C[C@@H](CO)[C@H](NC(=O)c2ccccc2)C1 | -19%
CCOc1ccc(-c2cc3c(=O)n(CCNC(=O)c4ccc(F)c(F)c4)ccn3n2)cc1 | 105%[activator]
CCOC(=O)c1cnn(-c2ncnc3sc4c(c23)CCC(C)C4)c1N (configuration not stated) | -22%
Cc1c(Cl)cccc1NC(=O)CSC1=NS(=O)(=O)c2ccccc2N1Cc1ccccc1 | -15%
CCCCCc1ccc(-c2ccc(/C=C/C#N)cc2)nc1 | ?
COC(=O)CCCNC(=O)Cn1ccc2cc(Br)ccc21 | -3%
O=C(NCC1CCCO1)c1ccc(-c2ccc(N3CCSCC3)nc2)cc1 (configuration not stated) | ?
COc1ccc(/C=C/c2nc(-c3ccccc3)cc(=O)[nH]2)cc1 | ?
O=C1COc2ccc(-c3ccsc3)nc2CN1Cc1ccccc1 | ?
CCc1ccc(/C=C/C(=O)c2ccc(O)c(CCCl)c2)cc1 | -15%
COc1ccc(Cl)cc1C(C(=O)O)N1CCCN(c2ncccn2)CC1 (configuration not stated) | 28µM*
COCCn1c(SCc2cccc([N+](=O)[O-])c2)nc2ccccc2c1=O | -5%
COc1ccc(CNC(=O)Cc2coc3ccc(C(C)C)cc23)cc1 | 6%
CN1CCN(Cc2cn3c(=O)n(C)cc(-c4ccccc4F)c3n2)CC1 | 20%[86.2 µM]
O=C(c1ccc(Cn2cccn2)o1)N1CCOCC(O)(CN2CCCC2)C1 (configuration not stated) | ?
O=C1CC2(CC(c3ccc(Cl)cc3)=NO2)C(=O)N1c1ccccc1 (configuration not stated) | 19%
CC(C)NC(=O)N1c2ccccc2Sc2ccccc21 | 42%
COc1ccc(S(=O)(=O)N(CC(=O)NCc2ccccc2)c2ccc(C)cc2)cc1OC | -22%
COCCc1noc(C2Cc3ccccc3N2C(=O)NCC(=O)OC)n1 (configuration not stated) | -12%
Cc1ccc(C(=O)OCC(=O)Nc2ccccc2N2CCCC2=O)c(O)c1 | 9%
CCOc1ccc(S(=O)(=O)Nc2ccc3oc(C)c(C(=O)OCCOC)c3c2)cc1 | 0%
N#C/C(=C/C=C/c1ccccc1)C(=O)Nc1ccccc1Oc1ccccc1 | 19%
Cc1ccccc1-c1noc(-c2cc3c(COC(=O)C(C)C)cnc(C)c3oc2=O)n1 | -6%
COc1cccc(-c2csc(-c3c(N)c(C(=O)c4ccc5c(c4)OCO5)n4ccccc34)n2)c1 | -10%
O=C(Cn1cc(S(=O)(=O)Cc2ccccc2Cl)c2ccccc21)Nc1ccc(F)cc1F | -20%
COCC(=O)N1CCN(C(=O)Nc2ccccc2)C[C@@H]1C(=O)N[C@@H](Cc1ccc(OC)cc1)C(=O)OC | 22%
O=C1c2ccccc2NC2(CCSC2)N1c1ccc2c(c1)OCO2 (configuration not stated) | ?
Cc1ccccc1S(=O)(=O)N1CCC2(CC1)CC1C(=O)NCCN1C2 (configuration not stated) | ?
CN1CCc2[nH]nc(C(=O)N[C@H](c3ccccn3)C3CC(O)C3)c2C1 (some centres not stated) | ?
O=C(O)/C=C/c1ccc(SC(F)F)cc1 | 16%
CN1CCN(c2nc3c(c(=O)[nH]2)CCN(Cc2ccc4cc[nH]c4c2)CC3)CC1 | 7%
CC1=C[C@@H](CNS(=O)(=O)c2ccc(F)cc2)[C@H](C(C)C)C[C@H]1CC(=O)NCCN(C)C | -2%
Cc1cc2c(=O)c(C(=O)c3ccncc3)cn(CC(=O)Nc3cccc(C)c3C)c2cc1C | ?
O=C(CN1CCN(c2ccccc2)CC1)Nc1cccc2ncccc12 | -17%
CCOc1ccc2c(c1)C(NC(C)=O)C(=O)N2CCOc1ccccc1 (configuration not stated) | ?
Cc1nccn1C(C)C(=O)NCc1cccnc1N(C)Cc1ccccc1 (configuration not stated) | ?
Cn1c(NCCCO)nc2c1c(=O)n(Cc1cccc(F)c1)c(=O)n2C | -23%[11.5 µM]
Cc1noc(C)c1-c1cc2cc(C(C)C)oc2c(N(C)CCN(C)C)n1 | -8%[86.2 µM]
Cc1nc(NC(=O)c2cc3ccccc3o2)ccc1Br | ?
Cc1cccc2c(C(=O)NCCN3CCOCC3)cc(-c3ccc(Cl)cc3)nc12 | ?
O=C1CCCC2=C1C(c1cccnc1)C1=C(CCCC1=O)N2 | 8%
COc1cc2c(cc1OC)n(CC(=O)c1cc(C)ccc1C)c(=O)n1nc(CCn3nc(C)cc3C)nc21 | 1%
CC(=O)Nc1ccc(NC(=O)c2cc(-c3ccccn3)nc3ccccc23)cc1 | 5%
Cc1ccc(C(=O)c2ccccc2C(=O)OC/C=C/c2ccccc2)cc1C | 0%
Cc1nc2cc(C(=O)O)ccc2n1-c1ccc(C(C)C)cc1 | -18%
COCCNc1cc(-c2noc([C@@H]3CCCN3CC(C)C)n2)ccn1 | 32µM*

Next results follow.
SMILES | KDM5B inh
O=C(Nc1ccc2oc(-c3ccc(F)cc3)nc2c1)c1ccc2c(c1)OCCO2 | 18%
O=C(COc1ccccc1)N(Cc1cccnc1)c1nc2ccc(Cl)cc2s1 | 11%
COc1ccc2c(CN3CCC(CO)CC3)cc(=O)oc2c1 | ?
C=C(C)COc1ccccc1C(=O)NC(C(=O)O)c1c(C)n[nH]c1C (configuration not stated) | 0%
O=C(CN1CCN(C(=O)c2cc(C3CC3)nc3ccccc23)CC1)NC1CC1 | -18%
C=CCN1CCN(C(=O)c2nnn3cc(-c4ccccc4)[nH]c(=O)c23)CC1 | 28µM*
O=C(NCCC1CCN(C(=O)Nc2cc(F)cc(F)c2)CC1)c1ccc2nc[nH]c2c1 | -2%
COCCNC(=O)[C@@H]1C[C@H](Oc2cccnc2)CN1C(=O)c1cnc(C)cn1 | 8%
CCOc1ccc2nc(SC3CC(=O)N(c4ccc(C)c(C)c4)C3=O)nc(C)c2c1 (configuration not stated) | -23%
CCN1CCN(C(=O)c2c(C)nn(-c3ccc(F)cc3)c2-n2cccc2)CC1 | -50%
Cc1ccc(C(=O)N2CCC3(CC2)N(c2ccccc2)C(=O)CS3(=O)=O)cc1F | 27%
CN(Cc1ccccc1)C1CCOc2ccccc21 (configuration not stated) | -7%[86.2 µM]
COc1ccc(OC2CCN(C(C)=O)CC2)c(C(=O)N2C[C@@H]3CCC[C@H]2C3)c1 | -23%
CCOCCn1c(SCC(=O)OCC)nc2c1c(=O)[nH]c(=O)n2C | 10%
Cc1cc(Cl)ccc1NC(=O)C1CN(S(C)(=O)=O)CC12CCCCC2 (configuration not stated) | 27%
CCOc1ccc(NC(=O)N2CCC(N3CCCCC3)CC2)cc1 | -13%
CC(C)N1CCN(C(=O)c2cc3c(=O)[nH]c(-c4ccccc4)cn3n2)CC1 | 25µM*
CCC(C(=O)NCc1cc(C)ccc1OC)c1ccccc1 (configuration not stated) | 12%
O=C(NC(=S)N1CCCC1)c1ccccc1 | 12%
CCOc1cc(C(=O)Nc2ccc(N3CCCC3)c(Cl)c2)cc(OCC)c1OCC | ?

Arranged by SMILES length (low to high): 3 of the compounds above.
SMILES | KDM5B inh
CCOc1ccc(NC(=O)N2CCC(N3CCCCC3)CC2)cc1 | -13%
CCOc1ccc2nc(SC3CC(=O)N(c4ccc(C)c(C)c4)C3=O)nc(C)c2c1 (configuration not stated) | -23%
COc1ccc(OC2CCN(C(C)=O)CC2)c(C(=O)N2C[C@@H]3CCC[C@H]2C3)c1 | -23%

Next entries.
SMILES | KDM5B inh
Cc1nccn1CC(=O)N[C@@H]1CN(Cc2ccccn2)C[C@H]1CO | -23%
Cc1noc(-c2ccc(OC3CN(C(=O)CC4CCCC4)C3)cc2)n1 | 18%
CN(C)c1ccc(CN[C@H]2CC(C)(C)[C@@H]3C[C@@](C)(O)CC[C@]23CCC(=O)NCc2cccnc2)cc1 | -10%
Clc1cc(Cl)cc(OCc2cc(-c3ccco3)on2)c1 | -5%
CN1CCCCCCN(C(=O)c2cccn2C)[C@H]2CCC[C@H]2C1=O | 11%
COc1ccc(-c2cc(OC(=O)c3ccc(Cl)cc3)c3c(C)oc(C)c3c(=O)c2)cc1 | ?
C=CCSc1nc2c(c(=O)n(C)c(=O)n2C)n1CCc1ccc(OC)cc1 | 13%
Cc1ccccc1Nc1nc(NC2CCCC2)nc2c1cnn2-c1ccccc1 | -8%
CN(C)c1cccc(C(=O)NC2CCN(c3cc(-c4ccc(Cl)cc4)[nH]n3)C2)c1 (configuration not stated) | ?
OC(c1ccc(F)cc1)C(CN1CCOCC1)c1ccccc1 (configuration not stated) | 19%
CCc1ccccc1NC(=O)NCc1nc(-c2ccccc2)oc1C | -5%
COC(=O)c1cc(C)nc2c1c(=O)nc(SCc1cc(C)ccc1C)n2C1CC1 | -23%
CN(Cc1noc(C2CCCC2)n1)C(=O)Cn1ncc2ccccc2c1=O | -8%
O=C(c1ccncc1)N1CCC(Cc2nc(C3CC3)n[nH]2)CC1 | ?
CCOc1cccc2cc(-c3cc(=O)oc4cc(C)ccc34)oc12 | -10%
